Screening data deposited in PubChem BioAssay by National Center for Advancing Translational Sciences (NCATS).
MBNL1-CUG inh: blocks human MBNL1 binding to CUG repeat RNA | Potency, µM (titrated, usually from 57.5 µM), for the others: top-dose activity change, negative = inhibition, actives largely listed as inhibitors | 280,000 tested, 0.036% active | Q9NR56 | AID 2675 | TR-FRET MBNL1-His/biotin-(CUG)12 binding, 665/545 ratio; active = well fitted inhibition curve with a large enough effect in the signal ratio, with a control signal flat, not every such curve was filed as active; inconclusive = small, poorly fitted or top-dose-only effect, or effect the other way, or a change in a side signal; inactive = no such curve, though single readings can be large or run the other way; the % refers to the signal ratio; also: potency is read from the fitted curve at half-maximal effect; % is scaled to controls: 0 for no effect and ±100 for the full control effect
Target sequence (Q9NR56 whole entry, looked up): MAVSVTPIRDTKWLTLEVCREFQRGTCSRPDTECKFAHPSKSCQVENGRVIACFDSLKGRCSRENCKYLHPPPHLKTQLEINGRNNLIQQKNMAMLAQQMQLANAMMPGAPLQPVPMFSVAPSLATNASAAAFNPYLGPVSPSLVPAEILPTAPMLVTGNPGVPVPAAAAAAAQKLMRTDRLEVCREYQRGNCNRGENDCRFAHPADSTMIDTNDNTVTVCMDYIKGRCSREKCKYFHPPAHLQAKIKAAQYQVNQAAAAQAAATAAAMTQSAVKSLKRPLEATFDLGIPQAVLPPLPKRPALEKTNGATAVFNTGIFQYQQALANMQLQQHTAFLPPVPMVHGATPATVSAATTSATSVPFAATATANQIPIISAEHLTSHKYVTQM
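Inhibition of protein-RNA binding appears as loss of TR-FRET between terbium anti-His antibody on MBNL1-His and streptavidin-XL665 on biotin-(CUG)12. Activity is normalized to buffer-only and uninhibited-complex controls.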
Menin MLL FP TR: inhibitors of human menin-MLL interaction, mutant MLL peptide | O00255 | Menin + Texas Red MLL mutant peptide, fluorescence polarization | Potency, µM (series often up to 61.6 µM), without a hit: at the highest dose FP activity change, negative = inhibition, usual class: inhibitors | 270,000 tested, 0.23% active | AID 1768; active = well fitted inhibition curve with a large enough effect in the polarisation, with a control signal flat, not every such curve was filed as active; inconclusive = small, poorly fitted or top-dose-only effect, or effect the other way, or a change in a side signal; inactive = no such curve, though single readings can be large or run the other way; the % refers to the polarisation; also: potency is read from the fitted curve at half-maximal effect; % of control where 0% means no effect; many of its hits are not listed in these tables
Target sequence (O00255 whole entry, looked up): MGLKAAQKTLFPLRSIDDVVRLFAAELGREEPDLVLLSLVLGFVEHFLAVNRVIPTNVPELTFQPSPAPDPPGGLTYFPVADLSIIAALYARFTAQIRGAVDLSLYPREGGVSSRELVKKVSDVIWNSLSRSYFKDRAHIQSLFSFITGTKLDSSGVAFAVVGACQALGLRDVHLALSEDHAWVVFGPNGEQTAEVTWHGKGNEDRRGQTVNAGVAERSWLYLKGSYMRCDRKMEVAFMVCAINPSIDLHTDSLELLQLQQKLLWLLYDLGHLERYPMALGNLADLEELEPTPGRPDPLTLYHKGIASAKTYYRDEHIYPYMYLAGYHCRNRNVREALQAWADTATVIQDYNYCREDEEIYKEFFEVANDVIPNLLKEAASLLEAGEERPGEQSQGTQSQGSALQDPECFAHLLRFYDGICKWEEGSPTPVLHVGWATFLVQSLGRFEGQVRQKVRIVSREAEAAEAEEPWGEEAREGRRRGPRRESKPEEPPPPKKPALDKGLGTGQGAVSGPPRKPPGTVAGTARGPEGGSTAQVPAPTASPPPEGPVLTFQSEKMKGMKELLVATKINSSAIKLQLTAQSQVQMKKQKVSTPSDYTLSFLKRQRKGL
AT treatment: potential ataxia-telangiectasia treatment; […] A-T fibroblasts, KAP-1 phosphorylation AlphaLISA; neocarzinostatin DNA damage 30 min before lysis; 320,000 tested, 0.19% active; AID 485349; Potency, µM (series often up to 57.5 µM), inactives show at the highest dose activation, actives largely listed as activators; also: potency is read from the fitted curve at half-maximal effect; % of control where 0% means no effect; nearly all actives have a fitted effect of over 45% in size
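hTERT-immortalized A-T patient fibroblasts ([…]), 500 cells/well in OPTI-MEM, 1% FBS, got compounds for 60 min, then NCS for 30 min at 37C. Lysates were then assayed for phospho-KAP-1 by AlphaLISA (anti-pKAP1 donor, anti-KAP1 acceptor beads), 6 hr at 25C.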
TCR act: T cell receptor activation | primary human leukocytes, anti-CD3, IL-2 HTRF, 48 h | Potency, µM (titrated, usually from 9.22 µM), for inactives: top-dose activation of IL-2 secretion, usual class: activators | 330,000 tested, under 10 active | AID 504894; also: % of control where 0% means no effect
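Activity was scored as IL-2 release from primary human leukocytes given only a TCR signal (a-CD3 beads) plus compound for 48 hr. Detection used a two-antibody HTRF format read at 665nm.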
MLL CXXC-DNA inh: MLL CXXC-DNA interaction inhibition | Q03164 | MLL-CXXC / FITC-HOXA9 DNA fluorescence polarization | Potency, µM (top dose mostly 115 µM), for inactives: top-dose activity change, negative = inhibition, most hits filed as inhibitors | 290,000 tested, 0.037% active | AID 2662; active = well fitted inhibition curve with a large enough effect in the polarisation, with a control signal flat, not every such curve was filed as active; inconclusive = small, poorly fitted or top-dose-only effect, or effect the other way, or a change in a side signal; inactive = no such curve, though single readings can be large or run the other way; the % refers to the polarisation; also: potency is read from the fitted curve at half-maximal effect
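Steps: dispense CXXC domain solution (7 uM) → pin compounds or unlabeled HOX-A9 DNA control → 5 min ambient → add FLSN-HOX-A9 solution (50 nM) → spin → 30 min ambient → fluorescence polarization. Tris pH 7.5/NaCl/DTT/BSA buffer.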
TSHR antag: blocks TSH signaling through the human TSH receptor; TSHR-expressing cells, TSH-stimulated cAMP HTRF, 2 h; stronger effect = lower value; activity change, negative = inhibition, % at 11.5 µM; AID 504810; 330,000 tested, 0.2% active;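 active = activity change below a set negative limit, meaning inhibition stronger than a set level, cut at about -70% in these data; inconclusive = activity change between two set negative limits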; also: % is scaled to controls: 0 for no effect and ±100 for the full control effect
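Inhibition of cAMP made by TSHR-expressing cells under TSH stimulation (4nM final, EC80; 2 h, 37 deg C) is quantified with a one-step lysis HTRF kit, anti-cAMP cryptate versus cAMP-d2.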
a7 integrin act: activators of alpha7 integrin expression for muscular dystrophy | alpha7betagal myoblasts, beta-gal FDG fluorescence, 48 h | Potency, µM (highest dose often 38.3 µM), for the others: at the top dose activation, actives largely listed as activators | 350,000 tested, 0.064% active | AID 624291;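 also: potency is read from the fitted curve at half-maximal effect; 100% = response of the positive control SU9516; nearly all actives have a fitted effect of over 60% in size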
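Alpha7betagal+/- myoblasts (passage 13) were plated 16-24 hr, then exposed to compounds (1:260 dilution of DMSO stock) for 48 hours at 37C. After MPER lysis, β-galactosidase reporter activity was read as FDG fluorescence (ex 480/em 540) after 30 minutes.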
PTAP TSG101 blk: blocks PTAP/TSG101 interaction to inhibit HIV-1 budding; Q99816; Fluorescence polarization, FITC-PTAP peptide / Tsg101 binding; Potency, µM (titrated, usually from 115 µM), for the others: at the highest dose activity change, negative = inhibition, actives largely listed as inhibitors; 340,000 tested, under 10 active; AID 493005; active = well fitted inhibition curve with a large enough effect in the main read-out, with a control signal flat, not every such curve was filed as active; inconclusive = small, poorly fitted or top-dose-only effect, or effect the other way, or a change in a side signal; inactive = no such curve, though single readings can be large or run the other way; also: potency is read from the fitted curve at half-maximal effect; % of control where 0% means no effect
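Steps: Tsg101 binding domain dispensed (10 uM final), compounds pinned in DMSO, FITC-labeled PTAP-motif peptide added (50 nM final); after 20 min binding at room temperature, polarization measured.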
Mito fusion act: inhibitors of mitochondrial division or activators of mitochondrial fusion | AID 485298 | S. cerevisiae fusion-defective mutant growth rescue, CellTiterGlo 48 h | 320,000 tested, 0.23% active | Potency, µM (top dose mostly 46.1 µM), for inactives: at the highest dose growth rescue (activation), usual class: activators;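 also: potency is read from the fitted curve at half-maximal effect; % of control where 0% means no effect; nearly all actives have a fitted effect of over 45% in size; temperature-sensitive fusion mutants such as fzo1-1 at 37 °C on non-fermentable ethanol glycerol medium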
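Luminescent cell viability in 1536-well qHTS format served as the measure of rescued growth in ts fusion-mutant S. cerevisiae cultured on non-fermentable YPEG for 48 hours at 37C.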
S-ASM inh: blocks human secretory acid sphingomyelinase | 340,000 tested, 0.006% active | P17405 | Potency, µM (series often up to 57.5 µM), inactives show top-dose activity change, negative = inhibition, actives largely listed as inhibitors | placental ASM, HMU-PC fluorogenic substrate, 60 min; also: potency is read from the fitted curve at half-maximal effect
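Human placenta-derived ASM enzyme was preincubated with compound for 10 minutes at room temperature, then given fluorogenic substrate HMU-PC0 (9 uM final) for 60 minutes at 37 °C; a pH 10 stop preceded fluorescence reading at Ex 386/Em 447 nm.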
Numbers without * were called inactive; u = inconclusive; x = no result given; & = joins results of further samples; [ ] = remark or other dose. Unless noted, calls follow the shape of the dose curve; as a rule, active = well fitted curve in the direction sought with a large enough effect; inconclusive = small, poorly fitted or top-dose-only effect, or another doubt; inactive = no such curve, though single readings can be large; an effect the other way counts as inactive or inconclusive. These rows are one share of the data; rates above refer to the full screens.

SMILES	MBNL1-CUG inh	Menin MLL FP TR	AT treatment	TCR act	MLL CXXC-DNA inh	TSHR antag	a7 integrin act	PTAP TSG101 blk	Mito fusion act	S-ASM inh
CCOc1c2ccc(C(=O)NCCCCc3ccccc3)cc2nn1C	0%	-26%	0%	1%	2%	13	13%	-3%	17%	19%
O=C(COc1cccc(NC(=O)c2ccco2)c1)c1ccccc1	2%	u	-2%	x	2%	11	13%	-5%	-10%	-3%
Cc1nn(CC(=O)NCC(C)c2ccccc2)c(=O)c2cc(-c3ccccc3)nn12 (centres undefined)	5%	x	3%	5%	7%	-13	u	-1%	10%	-1%
O=C(O)c1ccc2c(c1)N(Cc1ccc(F)cc1)C(=O)c1ccccc1S2	-6%	21%	4%	-7%	-5%	16	-12%	0%	8%	7%
CCOC(=O)CN1C(=O)N[C@@H](c2ccco2)C(C(=O)OC)=C1C	x	11%[11.7 µM]	x	-1%	x	x	5%	0%	x	4%
Cc1ccc2cccc(Oc3nnnn3-c3ccccc3)c2n1	-1%	-17%	4%	10%	1%	-14	-28%	-7%	12%	-1%
CCOC(=O)c1cccc(NC(=O)c2cc3sccc3n2C)c1	0%	30%	3%	-1%	6%	-22	-39%	-2%	u	-17%
CCCNC(=O)COc1coc(CN2CCN(c3cccc(Cl)c3)CC2)cc1=O	0%	x	9%	10%	47%[activator]	4	3%	-2%	4%	1%
CCOC(=O)CSC1=Nc2ccccc2C2=NC(CC(=O)NCc3ccccc3)C(=O)N12 (centres undefined)	5%	1%	-1%	-1%	5%	9	-6%	-2%	-4%	36%
COc1ccc(C(CC(=O)O)NC(C)=O)cc1OC (centres undefined)	-4%	1%	1%	-5%	20%	1	2%	1%	4%	3%
Cc1csc(NC(=O)CSc2nncs2)n1	x	x	5%	2%	x	-4	3%	-3%	-3%	4%
CC(=O)Nc1sc2c(c1C(c1ccncc1)N1CCOCC1)CCCC2 (centres undefined)	-4%	-14%	-6%	-3%	2%	1	9%	0%	1%	0%
CCOC(=O)c1cn(CC)c2cc(N3CCSCC3)c(F)cc2c1=O	7%	15%	-10%	3%	-5%	-9	-11%	0%	5%	10%
Cc1ccc(Oc2nc3c(c(=O)n(C)c(=O)n3C)n2C)cc1C	-3%	-15%	0%	1%	-5%	0	2%	-4%	-8%	-2%
COc1ccc(N(CC(=O)N/N=C/c2cccc(OC)c2OC)S(=O)(=O)c2ccccc2)cc1	0%	43%[activator]	1%	-4%	-17%	-9	10%	0%	6%	-8%
CN(C)S(=O)(=O)c1ccc2c(c1)c(=O)c(C(=O)N1CCOCC1)cn2C	-10%	2%[11.7 µM]	-1%	-1%	-6%	4	26%	-4%	-2%	2%
C#CCOCCOCCOCCNc1nc(N2CCN(C(=O)[C@H](CCCCN)n3cc(CC(C)O)nn3)CC2)nc(N2CCN(C(=O)[C@H](Cc3ccc(O)cc3)n3cc(CCO)nn3)CC2)n1 (some centres undefined)	x	x	x	1%	x	x	7%	-3%	x	-2%
CC(C)Cc1ccc(C2=CSC3=NCCN23)cc1	x	x	x	-2%	x	x	0%	2%	x	6%
CCCNC(=O)C(Cc1ccc(C(F)(F)F)cc1)NC(=O)c1ccc2ccccc2n1 (centres undefined)	x	x	15%	-6%	x	-20	-9%	-5%	-3%	-11%
COc1ccc(N2C(=O)C(=O)/C(=C(/O)c3ccc(C)cc3)C2c2cccnc2)cc1 (centres undefined)	2%	-10%	-2%	4%[46.1 µM]	1%	7	7%	-8%	-2%	5%
Cc1ccc(N/N=C2\COC(C)(C)CC2=O)cc1	u	-3%	-6%	8%[46.1 µM]	7%	-4	7%	-3%	8%	-1%
CN1CCN(NC(=O)c2cccc3ccccc23)CC1	-3%[11.5 µM]	2%	2%	-1%[46.1 µM]	2%	9	15%	-1%	-4%	0%
Nc1nnc(/C=C/c2cccc([N+](=O)[O-])c2)s1	u	-1%	-12%	1%	-5%	15	21%	-8%	2%	9%
CC1=NOC(=O)/C1=C/c1ccc(N(C)C)cc1	u	2%	-5%	-5%	-4%	5	-1%[7.66 µM]	6%	-8%	-3%
Cc1ccc(C(=O)Nc2cccc(C(F)(F)F)c2)cc1NC(=O)c1nccnc1N	-1%	x	0%	5%	8%	-9	17%&3%	0%	7%	75%
New compounds follow:
SMILES	MBNL1-CUG inh	Menin MLL FP TR	AT treatment	TCR act	MLL CXXC-DNA inh	TSHR antag	a7 integrin act	PTAP TSG101 blk	Mito fusion act	S-ASM inh
CCCCNC(=O)c1ccccc1Cl	-9%	4%	x	-1%	-5%	8	-8%	0%	0%	2%
[O-]C(=C(C(=S)Nc1cccc2ccccc12)[n+]1cccc(CO)c1)c1ccc(Cl)s1	x	x	x	0%	x	x	7%	1%	x	-1%
CCOc1ccc(-n2cc(C(=O)N3CCCCCC3)c3cc(OC)c(OC)cc3c2=O)cc1	1%	-26%	-1%	9%	1%	1	u	-10%	1%	0%
CCN(CC)CCNc1ncnc2c1sc1nc(N3CCOCC3)c3c(c12)CC(C)(C)SC3	-7%	u	2%	-3%	u	11	-7%	-3%	-8%	2%
CSCCCNC(=S)N(C)CC(=O)Nc1ccc(C)cc1	0%	-5%	-1%	2%	20%	56	7%	-3%	3%	5%
CSC1=NCCN1C(=O)Cc1ccc(F)cc1	-10%	-6%	-4%	-10%	16%	2	-31%	0%	-3%	4%
CCc1cc(C(=O)N2CCN(C(=O)c3ccccc3)CC2)sc1C	x	x	3%	-1%	x	-2	20%	0%	-2%	-1%
CC[n+]1ccc(/C=C2\Sc3ccccc3N2CCCS(=O)(=O)[O-])c2ccccc21	u	3%	4%	2%	67%[activator]	-1	10%	4%	-3%	-1%
OC(c1nc2ccccc2[nH]1)C(O)C(O)C(O)c1nc2ccccc2[nH]1 (centres undefined)	-3%	x	1%	-1%	8%	2	34%	1%	1%	2%
CCOC(=O)/C=C/S(=O)(=O)c1ccc(NC(C)=O)cc1	-6%	0%	-3%	3%	13%	-28	-68%[inhibitor]	-4%	3%	3%
C=C1SC(Nc2c(C)cccc2C)=NC12CCCCC2	-10%	x	15%	7%	-5%	-16	-44%	-3%	-5%	0%
CON(C)C(=O)c1ccccc1N(C)C(=O)OC(C)(C)C	x	x	-2%	-2%	x	-8	-4%	3%	x	-1%
Cc1ccc2[nH]c(=O)c3cc(C(=O)NCCC(C)C)sc3c2c1	6%	8%	-3%	3%	-7%	0	0%	2%	10%	11%
Cc1cc(=O)oc2cc(O[C@@H]3O[C@H](CO)[C@@H](O)[C@H](O)[C@H]3O)ccc12	-6%	-14%	-2%	2%	-4%	-2	-27%	-2%	4%	4%
CCN(C(=O)COc1cccc(-n2cnnn2)c1)C1CCS(=O)(=O)C1 (centres undefined)	x	x	5%	3%	x	-9	7%	1%	x	5%
CCC(=O)c1ccc(OCC(=O)NC2(C#N)CCCCC2)cc1	1%	17%	-1%	1%	3%	2	0%	-1%	2%	2%
COc1ccc(N2CCN(C(=O)CCC(=O)N3CCOc4ccc(C)cc43)CC2)cc1	-20%	-20%	-20%	7%	x	18	-1%	-5%	5%	3%
CCN1CCCC1CN(Cc1cc2ccc(C)cc2[nH]c1=O)C(=S)Nc1ccc(F)cc1 (centres undefined)	4%	2%	2%	-2%	5%	-16	-4%	1%	-5%	-2%
CC(Nc1nc(-c2ccc(Cl)cc2)cs1)c1nc2cc(Cl)c(N3CCCCC3)cc2n1CCOCCO (centres undefined)	x	x	x	4%	x	x	-44%	-3%	x	-30%
Cn1c(=O)n(C)c(=O)n(CC(=O)N2CCCCC2)c1=O	7%	12%	-3%	4%	-6%	13	-5%	-4%	-5%	0%
CCc1ccc(NC(=O)c2cnn3c(C(F)F)cc(C)nc23)cc1	1%	-16%	-1%	9%	0%	-10	18%	0%	8%	-3%
COc1ccc(N(C(=O)c2ccco2)C(C(=O)NC2CCCC2)c2cccs2)c(OC)c1 (centres undefined)	-6%	-17%	0%	3%	4%	22	8%	-2%	-1%	1%
